POLH inh – qHTS for Inhibitors of Polymerase Eta. DNA polymerase eta (Homo sapiens), Q9Y253. recombinant Pol eta, fluorescent DNA replication assay. Potency, µM (highest dose often 114 µM), without a hit: at the top dose activity change, negative = inhibition, hits mostly inhibitors. 390,000 tested, 1.2% active. AID 588591, 2011; also: potency is read from the fitted curve at half-maximal effect; % is scaled to controls: 0 for no effect and ±100 for the full control effect
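Fluorescent replication assay: 50 nM final substrate added after a 15 min room-temperature compound preincubation with 10 nM enzyme. Signal taken at 0 min and again at 10 min.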
POLK inh – qHTS for Inhibitors of Polymerase Kappa; Potency, µM (doses to about 107 µM), for inactives: at the highest dose activity, negative = inhibition, actives largely listed as inhibitors; purified Pol kappa, fluorescent DNA synthesis assay, 10 min; DNA polymerase kappa (Homo sapiens), Q9UBT6; 400,000 tested, 0.53% active; also: potency is read from the fitted curve at half-maximal effect; % is scaled to controls: 0 for no effect and ±100 for the full control effect
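Activity was followed as the change in fluorescence between reads at 0 and 10 min after starting the reaction with 50 nM substrate. Beforehand, 10 nM polymerase had been preincubated with compound for 15 min at room temperature.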
BLM inh – qHTS Assay for Inhibitors of Bloom's syndrome helicase (BLM) | recombinant BLM DNA unwinding, fluorescence dequenching | Potency, µM (titrated, usually from 56.1 µM), without a hit: at the top dose activity change, negative = inhibition, actives largely listed as inhibitors | AID 2528, 2010 | 350,000 tested, 0.2% active | RecQ-like DNA helicase BLM (Homo sapiens), P54132;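 also: potency is read from the fitted curve at half-maximal effect; plate controls were vehicle for no effect and no enzyme for full effect; nearly all actives have a fitted effect of over 35% in size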
POLB inh – qHTS Assay for Inhibitors of DNA Polymerase Beta; P06746; Pol beta primer extension/strand displacement, fluorescence kinetic; Potency, µM (titrated, usually from 114 µM), for the others: at the top dose activity change, negative = inhibition, usual class: inhibitors; 340,000 tested, 1.3% active; also: potency is read from the fitted curve at half-maximal effect; % is scaled to controls: 0 for no effect and ±100 for the full control effect
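10 nM enzyme + cpd, 15 min RT; start with substrate 50 nM final; read 0 min and after 10 min RT. Corrected, normalized data; 4-parameter Hill curve fit.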
Anesthetic bind – qHTS Assay for Identification of Novel General Anesthetics | Potency, µM (top dose mostly 77.5 µM), without a hit: at the highest dose activity change, negative = displacement, usual class: inhibitors | apoferritin/1-aminoanthracene competitive binding, fluorescence | Ferritin light chain (Equus caballus), P02791 | 350,000 tested, 0.074% active; also: potency is read from the fitted curve at half-maximal effect; % is scaled to controls: 0 for no effect and ±100 for the full control effect; nearly all actives have a fitted effect of over 20% in size
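10 uM apoferritin + 50% sat. 1-AMA, PBS; cpd 10 min RT; Ex380/Em535 endpoint; normalized to free probe vs complex; 4-param Hill fit; propofol titration as pos. ctrl.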
Glioma ERSR ind – qHTS for Inducers of the Endoplasmic Reticulum Stress Response (ERSR) in Human Glioma: qHTS | U87-MG GRP78 promoter luciferase reporter, 16 h | 420,000 tested, 0.02% active | Potency, µM, for inactives: at the top dose activation, actives largely listed as activators; also: potency is read from the fitted curve at half-maximal effect; series mostly up to about 76 µM; % of control where 0% means no effect; nearly all actives have a fitted effect of over 35% in size
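Stably transfected U87-MG glioma cells carrying a GRP78-based luciferase sensor; 16 h compound incubation. Luminescence end-point read 10 min after Bright-Glo addition at room temperature.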
LDHA inh – qHTS assay for inhibitors of human lactate dehydrogenase | 480,000 tested, 0.15% active | AID 1347041, 2019 | activity change, % (values are at about 110 or 230 µM) | purified LDHA, NADH/diaphorase-resazurin fluorescence; hits give low values | L-lactate dehydrogenase A chain (Homo sapiens), P00338; in the data active = activity change below about -30%; inconclusive = mostly about -25% to -30%;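 also: plate controls were DMSO wells for no effect and wells without enzyme for full effect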
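Remaining NADH was detected by diaphorase (0.133 mg/mL) converting 37 µM resazurin to fluorescent resorufin, read at 0 and 20 minutes. The preceding 5-minute room-temperature reaction used 2 nM LDHA, 0.2 mM sodium pyruvate and 0.06 mM NADH at pH 7.4.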
APEX1 inh – qHTS Assay for Inhibitors of the Human Apurinic/apyrimidinic Endonuclease 1 (APE1) | Potency, µM (highest dose often 65.8 µM), for inactives: at the top dose activity change, negative = inhibition, usual class: inhibitors | recombinant APE1, TAMRA/BHQ-2 abasic DNA cleavage fluorescence | 350,000 tested, 0.35% active;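 also: potency is read from the fitted curve at half-maximal effect; plate controls were vehicle for no effect and reference inhibitor for full effect; nearly all actives have a fitted effect of over 55% in size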
Target sequence (P27695 whole entry, looked up): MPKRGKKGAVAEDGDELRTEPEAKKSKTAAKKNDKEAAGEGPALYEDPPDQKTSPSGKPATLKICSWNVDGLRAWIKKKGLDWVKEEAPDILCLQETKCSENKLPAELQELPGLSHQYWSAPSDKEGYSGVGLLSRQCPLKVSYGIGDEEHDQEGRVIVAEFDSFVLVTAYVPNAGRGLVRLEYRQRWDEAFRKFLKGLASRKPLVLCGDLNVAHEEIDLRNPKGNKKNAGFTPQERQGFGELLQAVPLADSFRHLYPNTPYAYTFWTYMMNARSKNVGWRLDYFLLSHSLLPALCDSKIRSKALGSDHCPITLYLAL
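Activity was derived from the fluorescence gain between first and third kinetic reads (60 s intervals, ex 525/em 598 nm) after 50 nM THF-abasic TAMRA/BHQ-2 duplex was added to 0.75 nM APE1 preincubated 15 min with compound.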
POLI inh – qHTS for Inhibitors of Polymerase Iota. DNA polymerase iota (Homo sapiens), Q9UNA4. Pol iota fluorescent replication assay, 10 min. Potency, µM (top dose mostly 115 µM), for inactives: at the top dose activity, negative = inhibition, usual class: inhibitors. 390,000 tested, 1% active. AID 588590, 2011; also: potency is read from the fitted curve at half-maximal effect
Target sequence (Q9UNA4 whole entry, looked up): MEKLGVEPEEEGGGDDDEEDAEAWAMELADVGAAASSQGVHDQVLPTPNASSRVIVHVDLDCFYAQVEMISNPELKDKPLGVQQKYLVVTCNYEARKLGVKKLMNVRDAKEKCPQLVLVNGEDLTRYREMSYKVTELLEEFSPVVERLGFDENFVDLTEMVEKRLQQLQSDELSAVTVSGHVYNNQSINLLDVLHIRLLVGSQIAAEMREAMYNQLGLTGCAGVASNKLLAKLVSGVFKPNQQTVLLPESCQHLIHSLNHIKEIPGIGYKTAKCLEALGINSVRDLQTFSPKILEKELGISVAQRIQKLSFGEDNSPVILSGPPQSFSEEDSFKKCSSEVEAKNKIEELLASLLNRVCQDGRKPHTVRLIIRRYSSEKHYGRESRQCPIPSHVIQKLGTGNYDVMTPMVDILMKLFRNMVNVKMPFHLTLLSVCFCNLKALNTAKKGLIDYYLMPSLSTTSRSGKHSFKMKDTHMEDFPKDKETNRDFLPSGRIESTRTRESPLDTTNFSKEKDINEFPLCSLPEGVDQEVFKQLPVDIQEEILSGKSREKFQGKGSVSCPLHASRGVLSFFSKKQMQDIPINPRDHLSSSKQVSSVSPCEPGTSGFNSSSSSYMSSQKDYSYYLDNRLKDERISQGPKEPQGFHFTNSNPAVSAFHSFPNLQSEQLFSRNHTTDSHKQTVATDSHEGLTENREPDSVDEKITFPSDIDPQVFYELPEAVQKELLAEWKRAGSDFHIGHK
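Fluorescent replication assay read twice, at 0 min and 10 min after adding 50 nM (final) substrate. Enzyme (10 nM) and compounds were first incubated 15 min at room temperature; enzyme-free buffer wells were negative controls.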
* hit, by the source's call; ? = inconclusive; · = not tested or not shown; & = joins results of further samples; [ ] = dose if it differs, or a comment. Unless noted, calls follow the shape of the dose curve; as a rule, active = well fitted curve in the direction sought with a large enough effect; inconclusive = small, poorly fitted or top-dose-only effect, or another doubt; inactive = no such curve, though single readings can be large; an effect the other way counts as inactive or inconclusive.

item	Structure	POLK inh	Anesthetic bind	BLM inh	LDHA inh	POLI inh	Glioma ERSR ind	POLH inh	APEX1 inh	POLB inh
1	CCC(=O)Nc1cccc(C2=NOC3(C2)C[C@@H](C(N)=O)N(C(=O)CC)C3)c1 (stereo partly specified)	-8.7%	-2.6%	0.8%	-2.9	9.3%	-2.3%	-5.3%	-0.2%	?
2	Cc1ccccc1CN1C(=O)C(O)(CC(=O)c2ccccc2)c2cc(Cl)ccc21 (stereo unspecified)	-13.3%[60.1 µM]	?	-10.4%	-10.7	11.9%	16.5%	-14.5%	·	1.6%
3	COc1ccc(S(=O)(=O)N2CCCC(C(=O)NCc3ccncc3)C2)cc1Cl (stereo unspecified)	-4.2%	7.9%	3.6%	-3.0	?	-0.7%	1.5%	4.3%	10.4%
4	COc1ccc(NS(=O)(=O)c2cc(NC(=O)c3cc(=O)c4ccccc4o3)ccc2OC)cc1	-23.4%	-19.4%	1.4%	-7.0	60.9%[activator]	-0.8%	-5.4%	-3.2%	-12.6%
5	O=C(CCSc1nc2ccccc2o1)Nc1ccccc1	0.1%	4.6%	-1.5%	-0.7	-3.8%	-3.6%	-18.4%	-12.5%	-2.5%
6	CC1=C(C(=O)Nc2ccc(Cl)cc2C(=O)N2CCC(C(N)=O)CC2)SCCO1	-32.5%	-5.1%	1.1%	0.3	-7.6%	-2.0%	3.6%	23.1%	-13.7%
7	COc1ccccc1C(=O)N1CCN(Cc2cc(=O)oc3cc(C)ccc23)CC1	-15.0%	-5.4%	1.9%	9.4	6.4%	-2.5%	-4.9%	·	0.3%
8	O=C1Nc2ccccc2CCC1Sc1nnc(-c2ccc(Cl)cc2)s1 (stereo unspecified)	3.6%	-8.1%	-7.7%	-3.8	28.6%	-3.2%	-8.8%	-3.2%	7.5%
9	Cc1cccc(C)c1NC(=O)COC(=O)c1cc(S(=O)(=O)Nc2ccc(Cl)cc2)ccc1O	-14.1%	·	·	-3.8	-23.9%	-2.8%	5.0%	13.4%	·
10	COc1ccc(NC(=O)N2CCCC2C(=O)Nc2cccc(C)c2C)cc1 (stereo unspecified)	-9.2%	2.7%	-2.0%	-4.4	3.7%	-3.1%	-15.4%	47.2%[activator]	-1.4%
11	Cc1[nH]c(C(=O)N/N=C/c2ccc(C(=O)O)cc2)c(C)c1C(=O)N/N=C/c1ccc(C(=O)O)cc1	?	-0.3%	5.2%	-4.5	-12.1%	-0.4%	?	2.8%	2.0%
12	C=CCOc1cccc(/C=C2\C(=O)N(Cc3ccc(C)cc3)C(C)=C2C(=O)OC)c1	-4.5%	?	-7.3%	-2.7	-8.1%	-0.3%	-7.4%	-1.4%	?
13	O=c1[nH]c(=O)c2ccccc2o1	4.5%	·	2.5%	3.0	4.8%	-5.9%&-2.4%	-4.4%	·	·
14	COc1ccccc1Cn1c(CNS(=O)(=O)c2ccc(CC(C)C)cc2)nc2cccnc21	-8.3%[60.1 µM]	4.2%	-9.1%	4.4	-1.5%	-3.5%	-17.8%	·	0.1%
15	CCOC(=O)c1c(C)[nH]c(C)c1S(=O)(=O)NC(C)Cc1ccco1 (stereo unspecified)	-6.0%	-10.2%	-0.7%	-4.2	20.4%	-3.3%	?	0.0%	4.4%
16	COc1ccc(NS(=O)(=O)c2c(C)[nH]c(C)c2C(=O)N2CCCCC2)cc1Cl	-17.0%	-9.1%	-3.5%	-2.3	3.5%	-5.5%	-10.8%	-13.2%	11.5%
17	O=S(=O)(NCc1ccccc1)c1ccc(Cl)cc1	-7.3%	?	-3.9%	5.8	21.9%	-5.3%	-11.8%	2.6%	8.6%
18	COc1cccc(C2C(C#N)=C(N)OC3=C2C(=O)CCC3)c1OC(=O)c1ccco1 (stereo unspecified)	-5.0%	-2.5%	3.8%	1.7	-16.9%	4.8%	-6.4%	-0.4%	-13.1%
19	N#CC1=C(N)Nc2ncnn2C1c1ccc([N+](=O)[O-])cc1 (stereo unspecified)	3.9%	-1.4%	-1.2%	-1.9	-15.3%	5.9%	6.2%	-3.0%	6.0%
20	Cc1ccc(-c2cn(C[C@H]3CC[C@@H]([C@@H]4CC[C@H](Cn5cc(-c6ccc(C)cc6)nn5)O4)O3)nn2)cc1	6.7%	-15.6%	-4.2%	1.0	22.0%	4.2%	-0.1%	-1.6%	40.9%
21	COc1cccc(C2/C(=C(\O)c3c(C)nc4c(C)cccn34)C(=O)C(=O)N2CCCN(C)C)c1OC (stereo unspecified)	·	-13.3%	-6.2%	·	·	·	·	17.9%	22.5%
22	Cc1cc(C(=O)NC2CCCCC2C)c2ccccc2n1 (stereo unspecified)	15.3%	-3.6%	-3.0%	-1.1	0.0%	-3.3%	-6.2%	0.6%	33.8%
23	CCCC(=O)Nc1cc2c3c(c1)CC(=O)N3CCC2	5.3%	-2.6%	-4.5%	1.7	46.4%[activator]	-2.3%	-18.2%	1.4%	37.3%
24	O=C(c1ccccc1)n1ccc2ccccc21	-3.8%	?	-3.8%	2.8	-13.9%	-1.7%	-16.4%	-0.2%	-20.2%
25	COC1=CC(=O)CC(C)C12Oc1c(Cl)c(OC)cc(OC)c1C2=O (stereo unspecified)	-10.7%	-2.3%	0.1%&-1.7%	-4.1	0.5%	-0.2%&-3.0%	-3.5%	-7.3%&-4.3%	40.7%[activator]
26	Cc1cc(C)n2nc(SCc3cc(=O)oc4cc(C)c(C)cc34)nc2n1	·	-5.9%	-1.8%	·	·	·	·	9.5%	-19.7%
27	COc1ccc(N2C(N)=NC(N)=NC23CCCC3)cc1	-1.5%	-4.1%	3.6%	-7.7	11.0%	-7.7%	-10.7%	3.2%	1.2%
28	O=C(Cn1c(=O)sc2ccccc21)NCc1ccco1	5.0%	-9.5%	1.6%	-4.3	6.9%	1.2%	6.1%	-6.3%	?
29	O=C(Cn1nnc(-c2cc(C(F)(F)F)cc(C(F)(F)F)c2)n1)NNC(=S)Nc1ccc(Cl)cc1	-20.2%	-5.9%	17.8µM*	-6.2	-4.5%	-2.4%	-17.1%	-0.8%	1.6%
30	O=C(c1nc2ccccn2c1CN1CCN(c2ccccc2O)CC1)N1CCCC1	-6.1%	-1.5%	2.6%	5.4	72.5%[activator]	-3.5%	-3.3%	12.6%	5.2%
31	CCOc1ccccc1N1CC(c2nc3ccccc3n2CCCOc2ccccc2)CC1=O (stereo unspecified)	-7.5%	-10.9%	-4.9%	-23.8	31.7%[activator]	-1.3%	-9.0%	·	-0.4%
32	CCN(CC)CC(C)CNC(=O)c1cc(-c2ccc(Br)s2)nc2ccccc12 (stereo unspecified)	-8.9%	-5.4%	62.5%[activator]	-0.3	-6.5%	-1.4%	5.4%	·	-26.8%
33	Cc1c(C(=O)Nc2cccc(C(F)(F)F)c2)oc2ccc(S(=O)(=O)N(C)C3CCCCC3)cc12	-5.7%[60.1 µM]	4.7%	-6.9%	-4.6	5.9%	-3.1%	-9.6%	·	17.9%
34	COCCn1c(-c2cccs2)nc2c(c(=O)c3ccccc3n2C)c1=O	·	-18.7%	1.7%	·	·	·	·	-5.9%	-29.4%
35	Cc1ccc(C(=O)OCC(=O)N2CCc3ccccc32)cc1	-23.1%	-19.7%	-1.1%	-13.7	3.6%	4.6%	10.2%	0.7%	1.1%
36	CCn1c(CN2CCCCC2)nc2cc(NC(=O)COc3cc(C)ccc3C(C)C)ccc21	-5.3%	-5.2%	-10.1%	2.5	-2.5%	-0.4%	-10.4%	·	?
37	CCN1C(=O)c2cccc3c(NC(=O)C(C)(C)C)ccc1c23	-3.9%	-5.5%	-3.5%	3.0	19.4%	-2.9%	-12.4%	-5.7%	-2.4%
38	O=C(c1ccco1)N1N=C(c2ccncc2)CC1(O)C(F)(F)F (stereo unspecified)	-6.9%	-8.7%	-3.4%	-8.2	2.0%	-3.4%	7.6%	21.1%	22.4%
39	O=C(O)C(Oc1ccc(Cl)cc1)c1ccc(Cl)cc1 (stereo unspecified)	-6.0%	·	·	-7.3	42.9%[activator]	-2.8%	-0.2%	·	·
40	CCCCOc1ccc(N2C(=O)CC(N(O)c3ccccc3)C2=O)cc1 (stereo unspecified)	-0.8%	?	-0.8%	-8.5	?	-3.3%	-3.6%	11.6%	8.4%
41	Nc1nc(N2CCN(c3ccccc3)CC2)n[nH]1	-4.4%	-0.7%	-6.4%	-7.2	47.5%[activator]	6.0%	-4.1%	5.8%	-2.4%
42	NC(=O)CC[C@H](NC(=O)c1ccc(F)cc1)C(=O)N1CCN(Cc2ccc3c(c2)OCO3)CC1	-19.5%	·	·	-7.8	79.6%[activator]	-3.3%	-2.0%	-5.7%	·

One compound at a time, as listed above. Order of screens: POLK inh | Anesthetic bind | BLM inh | LDHA inh | POLI inh | Glioma ERSR ind | POLH inh | APEX1 inh | POLB inh
Record of NC(=O)CC[C@H](NC(=O)c1ccc(F)cc1)C(=O)N1CCN(Cc2ccc3c(c2)OCO3)CC1 = -19.5% | · | · | -7.8 | 79.6%[activator] | -3.3% | -2.0% | -5.7% | ·
Record of CCN1C(=O)c2cccc3c(NC(=O)C(C)(C)C)ccc1c23 = -3.9% | -5.5% | -3.5% | 3.0 | 19.4% | -2.9% | -12.4% | -5.7% | -2.4%
Record of CCN(CC)CC(C)CNC(=O)c1cc(-c2ccc(Br)s2)nc2ccccc12 (stereo unspecified) = -8.9% | -5.4% | 62.5%[activator] | -0.3 | -6.5% | -1.4% | 5.4% | · | -26.8%
Record of Cc1c(C(=O)Nc2cccc(C(F)(F)F)c2)oc2ccc(S(=O)(=O)N(C)C3CCCCC3)cc12 = -5.7%[60.1 µM] | 4.7% | -6.9% | -4.6 | 5.9% | -3.1% | -9.6% | · | 17.9%

Bioassay records from PubChem.

A portion of the library; the hit share may differ from the screen's.
